Screens from PubChem BioAssay.
hgDAF12 agonist: H. glycines DAF-12 receptor agonists, primary screen, cell-based, luminescence, HEK293, GAL4 fusion, UAS-luciferase. Nuclear hormone receptor DAF-12 (Heterodera glycines), GAL4 fusion. hit rate 1.8% among 370,000. activation, % at 6.8 µM. HEK293 GAL4-hgDAF12 UAS-luciferase reporter, agonist luminescence; normalized to butyrate control;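 active means activation above a cutoff set at the mean of all screened compounds plus 3 SD, cut at about 10% in these data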;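 further: 0% = DMSO wells and 100% = sodium butyrate wells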
ssDAF12 agonist: S. stercoralis DAF-12 nuclear receptor activators, primary screen, cell-based, luminescence, HEK293, GRIP1 co-expression, lit1-tk-luc; activation, % at 6.8 µM; Nuclear hormone receptor DAF-12 (Strongyloides stercoralis); AID 652126, 2013; hit rate 1% among 370,000; HEK293 ssDAF-12/GRIP1 lit1-tk-luc reporter; % of 3 µM dafachronic acid response;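 active means activation above the mean over all tested compounds plus 3 SD, cut at about 0.9% in these data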;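 further: 0% = DMSO-only wells and 100% = 3 µM delta7-dafachronic acid wells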
GC-B act: human GC-B receptor activators, primary screen, HEK293 GC-B cells, cGMP TR-FRET, EC30 CNP | AID 1920062, 2024 | activation, % at 10 µM | hit rate 0.11% among 370,000 | Atrial natriuretic peptide receptor 2 (Homo sapiens), P20594 | 0% at EC30 CNP, 100% saturating CNP;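 active means activation at 10 µM reaching about 35% in either raw or pattern-adjusted values, limit read from the data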
DAX1 inh-1: DAX1 (NR0B1) inhibitors on StAR promoter, primary screen, cell-based, luminescence, SF-1 (NR5A1), full-length DAX-1. hit rate 1.1% among 370,000. HEK293T StAR-luciferase reporter, SF-1/DAX-1 repression relief. inhibition, % at 6.8 µM. AID 652010, 2013;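 active means inhibition above the mean over all tested compounds plus 3 SD, cut at about 3.6% in these data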;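 further: 0% = DAX-1 cells with DMSO and 100% = cells lacking DAX-1 with DMSO; higher inhibition means more luminescence from relief of DAX-1 repression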
DAX1 inh-2: DAX1 (NR0B1) inhibitors, primary screen, cell-based, HEK293, Gal4-DAX1, luciferase luminescence; HEK293 Gal4-DAX1 luciferase reporter; hit rate 0.99% among 340,000; AID 504766, 2011; Nuclear receptor subfamily 0 group B member 1 (Homo sapiens), P51843; inhibition, % at 6.75 µM;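 active means inhibition above the mean over all tested compounds plus 3 SD, cut at about 4.2% in these data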;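 further: 0% = DAX1-transfected cells with DMSO and 100% = empty-vector control cells with DMSO; inhibition shows as a rise in luminescence from relieved DAX1 repression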
HGIII-sPLA2 inh: human group III sPLA2 inhibitors, primary screen, biochemical, QFRET, BODIPY PC-A2 liposome substrate; QFRET BODIPY PC-A2 liposome hydrolysis, fluorescence; inhibition, % at 12.2 µM; hit rate 0.56% among 370,000;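 active means inhibition above mean plus 3 SD of compounds lying within the high and low control bounds, cut at about 19% in these data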;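 further: 0% = median of test compound wells and 100% = no enzyme DMSO wells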
Target sequence (Q9NZ20 whole entry, looked up): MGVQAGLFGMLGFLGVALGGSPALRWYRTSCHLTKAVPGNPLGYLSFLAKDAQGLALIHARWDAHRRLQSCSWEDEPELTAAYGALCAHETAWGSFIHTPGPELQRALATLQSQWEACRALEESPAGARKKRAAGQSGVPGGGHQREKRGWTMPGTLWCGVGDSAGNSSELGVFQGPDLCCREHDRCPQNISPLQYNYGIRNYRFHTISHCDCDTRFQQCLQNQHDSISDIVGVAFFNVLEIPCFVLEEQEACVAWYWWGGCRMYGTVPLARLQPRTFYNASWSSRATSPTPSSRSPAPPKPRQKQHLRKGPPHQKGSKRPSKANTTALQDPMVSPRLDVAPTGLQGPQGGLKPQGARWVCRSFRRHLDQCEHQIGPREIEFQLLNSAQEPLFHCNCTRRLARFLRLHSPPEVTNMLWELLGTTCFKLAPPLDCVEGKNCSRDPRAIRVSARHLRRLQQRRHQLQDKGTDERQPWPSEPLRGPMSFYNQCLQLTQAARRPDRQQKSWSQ
FXN GAA850 act: FXN promoter activators, primary screen, cell-based, luciferase luminescence, HEK293 lucGAA850. HEK293 lucGAA850 FXN promoter luciferase reporter, 24 h; percent of 10 µM SAHA response. hit rate 0.56% among 360,000. activation, % at 6 µM;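 active means activation above the average of all compounds screened plus 3 SD, cutoff fixed separately per campaign, cut at about 7.5% in these data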;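 further: 0% = DMSO wells and 100% = 10 µM SAHA wells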
ADAM10 inh: human ADAM10 inhibitors, primary screen, biochemical, QFRET, HTS | AID 720582, 2013 | recombinant ADAM10, EDANS/DABCYL FRET peptide cleavage, 3 h | hit rate 0.62% among 370,000 | Disintegrin and metalloproteinase domain-containing protein 10 (Homo sapiens), O14672 | inhibition, % at 7 µM;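 active means inhibition above a per-campaign cutoff equal to the mean of compounds falling between control-based bounds plus 3 SD, cut at about 20% in these data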;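 further: 0% = DMSO wells while the 100% control is not disclosed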
Target sequence (O14672 214-748 limits assumed): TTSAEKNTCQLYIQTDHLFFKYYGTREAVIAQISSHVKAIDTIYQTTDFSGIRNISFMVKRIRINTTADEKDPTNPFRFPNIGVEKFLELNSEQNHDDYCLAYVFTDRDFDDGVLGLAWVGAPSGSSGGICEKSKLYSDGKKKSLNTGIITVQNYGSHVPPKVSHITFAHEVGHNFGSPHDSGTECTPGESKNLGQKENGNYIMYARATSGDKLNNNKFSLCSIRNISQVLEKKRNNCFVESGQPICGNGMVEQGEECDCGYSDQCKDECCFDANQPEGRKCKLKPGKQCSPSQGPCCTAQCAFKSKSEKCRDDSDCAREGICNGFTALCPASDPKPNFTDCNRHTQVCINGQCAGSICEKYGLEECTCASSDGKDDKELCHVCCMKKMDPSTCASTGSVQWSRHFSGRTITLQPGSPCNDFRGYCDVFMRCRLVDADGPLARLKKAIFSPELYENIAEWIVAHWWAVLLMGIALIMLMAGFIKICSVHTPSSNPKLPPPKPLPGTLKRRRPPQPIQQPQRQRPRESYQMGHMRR
SMARCA2 act: SMARCA2 (BRM) function activators, primary screen, cell-based, luminescence, high throughput. MG213 cells, MMTV-luciferase reporter, dexamethasone, overnight. activation, % at 9.1 µM. hit rate 1% among 370,000. AID 652017, 2013; in the data active means activation above about 7.8%;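 further: 0% = vehicle wells and 100% = reference activator wells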
NPR1 activator: GC-A stimulated cGMP production enhancers – HEK293 GC-A cells, cGMP TR-FRET, EC30 ANP, primary screen; Atrial natriuretic peptide receptor 1 (Homo sapiens), P16066; 0% at EC30 ANP, 100% saturating ANP; activation, % at 10 µM; hit rate 0.14% among 370,000; in the data active means activation above about 40%
hcDAF12 agonist: H. contortus DAF-12 nuclear receptor activators, primary screen, cell-based, luminescence, HEK293, lit1-tk-luc reporter | HEK293 hcDAF-12 lit1-tk-luc reporter; 0% DMSO, 100% Δ7-dafachronic acid | activation, % at 6.8 µM | hit rate 1.4% among 370,000 | AID 652067, 2013;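 active means activation above the mean of all tested compounds plus 3 SD, cut at about 5.5% in these data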;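 further: 100% = response to 3 µM Δ7-dafachronic acid high control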
Active calls of the source: *; nt = no result given.

Sample of the layout (7 entries):
Below each SMILES – FXN GAA850 act, NPR1 activator, ssDAF12 agonist, hcDAF12 agonist, DAX1 inh-2, GC-B act, SMARCA2 act, DAX1 inh-1, HGIII-sPLA2 inh, ADAM10 inh, hgDAF12 agonist
- CCCN(CCC)C(=O)CC(c1ccccc1)c1cc(Br)ccc1O (stereo not given)
  -3.9, -32, -0.9, -1.1, 1.1, -22, -4, -0.6, -20, 14, -1.2
- CC(=O)c1ccc(NC(=O)CCCC(=O)c2ccccc2)cc1
  -0.4, -5, -0.6, -0.1, 1.0, -2, -1, -0.1, -6, -3, 0.3
- FC(F)(F)c1cccc(CNC(=S)Nc2ccccc2)c1
  1.1, 1, 0.4, -1.1, -0.3, -3, 1, -1.0, 8, 12, 3.5
- COCCCNC(=O)C1CCC(=O)N1Cc1ccccc1Cl (stereo not given)
  1.1, -1, -0.9, -0.3, -0.4, 7, -2, 0.1, 7, -5, -1.0
- OC(COc1ccccc1F)CN1CCC(Cc2ccccc2)CC1 (stereo not given)
  0.7, 1, -1.9, -0.6, -0.1, 4, -3, 0.0, 2, -7, -2.0
- O=C(CSc1nnc(NC(=O)c2ccccc2[N+](=O)[O-])s1)NCc1ccco1
  -0.7, 2, -0.7, 1.6, 0.1, 3, 1, 0.6, 2, -4, -1.7
- COc1ccc(-c2csc(N3CCC(c4ccccc4)CC3)n2)cc1
  1.1, 1, -1.6, 0.4, 0.0, -2, 1, -0.1, 1, 3, 1.6

The list itself, repeating the preview:
Below each SMILES – FXN GAA850 act, NPR1 activator, ssDAF12 agonist, hcDAF12 agonist, DAX1 inh-2, GC-B act, SMARCA2 act, DAX1 inh-1, HGIII-sPLA2 inh, ADAM10 inh, hgDAF12 agonist
- CCCN(CCC)C(=O)CC(c1ccccc1)c1cc(Br)ccc1O (stereo not given)
  -3.9, -32, -0.9, -1.1, 1.1, -22, -4, -0.6, -20, 14, -1.2
- CC(=O)c1ccc(NC(=O)CCCC(=O)c2ccccc2)cc1
  -0.4, -5, -0.6, -0.1, 1.0, -2, -1, -0.1, -6, -3, 0.3
- FC(F)(F)c1cccc(CNC(=S)Nc2ccccc2)c1
  1.1, 1, 0.4, -1.1, -0.3, -3, 1, -1.0, 8, 12, 3.5
- COCCCNC(=O)C1CCC(=O)N1Cc1ccccc1Cl (stereo not given)
  1.1, -1, -0.9, -0.3, -0.4, 7, -2, 0.1, 7, -5, -1.0
- OC(COc1ccccc1F)CN1CCC(Cc2ccccc2)CC1 (stereo not given)
  0.7, 1, -1.9, -0.6, -0.1, 4, -3, 0.0, 2, -7, -2.0
- O=C(CSc1nnc(NC(=O)c2ccccc2[N+](=O)[O-])s1)NCc1ccco1
  -0.7, 2, -0.7, 1.6, 0.1, 3, 1, 0.6, 2, -4, -1.7
- COc1ccc(-c2csc(N3CCC(c4ccccc4)CC3)n2)cc1
  1.1, 1, -1.6, 0.4, 0.0, -2, 1, -0.1, 1, 3, 1.6
- CC(=O)c1cccc(NC(=O)C2(C)Cc3c(-c4ccccc4)ccnc3O2)c1 (stereo not given)
  0.9, -2, -1.4, -2.4, nt, -1, -8, -2.0, 5, -13, 0.8
- COc1ccc(-c2cc(C(=O)NN=Cc3cccn3C)[nH]n2)cc1
  nt, 0, -1.6, -1.4, nt, -4, 1, 0.5, -2, -9, 7.8
- CC1(C)Cc2c(C#N)c(N)n(-c3ccccc3)c(=O)c2CO1
  2.5, 0, -1.0, -2.2, -1.5, 0, -1, 0.2, -4, -2, 2.0
- COC(=O)c1ccc2nc(-c3ccc(F)cc3)c(Cc3ccccc3OC)n2c1
  nt, -3, -1.4, 1.4, nt, -2, 3, 2.6, -6, -28, -1.2
- O=C(CSc1nnc(Cc2ccccc2)n1-c1cccc(Cl)c1)NNC(=O)Cc1ccccc1
  2.5, 1, -1.1, 1.0, -1.1, -7, -6, 0.6, -14, 17, 2.0
- CN(C)c1nnnn1-c1ccccc1Oc1ncc(C(F)(F)F)cc1Cl
  2.6, -3, -1.2, -1.0, -0.3, -3, 2, -0.8, -4, 3, 3.2
- CN(C(=O)c1ccccc1)c1nccnc1C#N
  1.9, 3, -1.0, 1.1, -0.3, -8, -2, -0.2, 0, -2, 1.9
- COc1ccc(N(CCOc2ccccc2)S(=O)(=O)c2ccccc2)cc1
  -0.9, -6, -1.6, -1.1, 0.1, -7, 0, -2.7, -3, 2, 2.1
- CCn1cc(S(=O)(=O)Nc2cc(C)ccc2F)cn1
  2.0, 1, -1.0, 0.9, 0.9, 0, 2, -0.5, 1, 5, -1.4
- CCC(C)(C)NC(=O)CN(C(=O)c1snc(C(N)=O)c1N)c1ccc2c(c1)OCCO2
  -9.3, -2, -1.8, -3.2, 0.1, 2, -4, -1.0, -5, -9, -4.3
- CCOC(=O)Cc1c(C)c2c(C)[nH]nc2oc1=O
  -2.9, 1, -1.3, -1.0, -0.7, 3, 0, 5.4*, 10, -42, 1.6
- CCOC(=O)C1C(=O)C(=O)N(C2CCCCC2)C1C(=O)OCC (stereo not given)
  -0.3, 2, -1.0, -1.3, -0.8, -4, -1, -0.3, -10, -9, -2.1
- CC(=O)c1ccc(S(=O)(=O)N2CCCC(N(C)CCc3ccccc3)C2)cc1 (stereo not given)
  -0.5, 0, -1.5, -0.9, 0.9, -1, 2, -0.2, -3, 12, -1.1
- CCOc1cccc(C(=O)NC(=S)Nc2ccccc2)c1
  3.5, 7, 0.1, 3.1, 2.5, -2, 5, 2.3, 7, 17, 19*
- CCOc1ccc(-c2cc(C(=O)OC)c3n(c2=O)CCC3)cc1
  nt, 1, -1.2, 0.0, nt, -7, 0, -0.5, -3, -310, 0.1
- Cc1cc(NC(=O)c2ccc(NS(=O)(=O)c3ccc(F)cc3)cc2)no1
  nt, 1, -1.6, -2.1, nt, -6, -4, -0.8, -4, -2, -1.1
- CCCNc1nc(-c2cc(C(=O)Nc3ccccc3)on2)cc(C(C)C)n1
  0.4, -1, -1.5, -0.2, 1.5, 7, -2, -0.4, -9, -20, -0.6
- CC(C)=CCN1CCN(Cc2ccc(C#CC(C)(C)O)cc2)CC1CCO (stereo not given)
  1.3, -3, -0.6, -1.2, 0.1, 5, -2, -0.2, -6, -7, -0.7
- O=C(CSc1nnnn1-c1ccccc1F)NNC(=O)c1ccco1
  0.8, -7, -1.2, 0.1, 1.9, 0, -3, 0.0, 2, -1, -2.7
- O=C(NN(Cc1ccccc1)Cc1ccccc1)c1ccccc1
  1.2, -12, -1.1, -1.6, 2.9, -11, -2, -1.1, 10, -2, 1.6
- CC(C)(C)C(=O)Cn1ncc(Br)c(Br)c1=O
  -11, 62*, -1.2, -1.8, 1.1, 1, -13, 0.2, 5, -3, -1.8
- O=C(Nc1ccc(Oc2ncnc3cc(Cl)ccc23)nc1)c1cccs1
  -1.4, 9, -1.1, -1.3, -0.7, -5, -2, 0.0, 5, -4, 1.5
- CC(C)NC(=O)N[C@@H]1C[C@@H]2O[C@@H](CO)CC[C@@H]2O[C@@H]1CCc1ccc(-c2ccccc2F)cc1
  nt, 15, -0.6, -2.7, nt, -8, -4, -1.2, -7, -6, 3.1
- O=C1COc2ccc(S(=O)(=O)CCC(=O)N3CCN(c4ccccc4)CC3)cc2N1
  -0.7, 1, -0.2, 0.4, 0.7, 4, -3, -0.5, -1, -2, -0.8
- CC1CCN(C(=O)Cn2cc(C(F)(F)F)ccc2=O)c2ccccc2S1 (stereo not given)
  0.4, 1, -1.2, -1.3, 0.0, -4, -2, 0.0, 2, 4, -1.4
- CC(=O)c1c(C)[nH]c(C(=O)Nc2ccc(F)c(F)c2F)c1C
  -0.3, 2, -0.6, -0.9, -0.9, 0, 2, 0.0, 11, 12, 1.0
- COc1ccccc1-n1c(SCC(=O)Nc2cccc(C(=O)O)c2)nnc1-c1ccccc1C
  -0.1, 1, -2.1, -2.1, 0.4, 2, 1, -0.4, -11, 0, 1.1
- Cn1c(NCc2ccccc2)nc2cc(-c3ccccc3)sc2c1=O
  0.3, -5, -1.4, -1.0, nt, -10, 3, -0.6, -10, -3, -1.0
- Cc1ccc(C(=O)N2CCCC(C(F)(F)F)C2)cc1S(=O)(=O)N1CCCCC1 (stereo not given)
  -0.4, -2, -1.5, -0.6, 0.2, 4, 2, -0.4, -1, -7, -2.6
- Nc1nnn(CC(=O)N/N=C/c2ccccc2)n1
  0.0, -2, -1.7, 0.3, 2.4, -1, 2, -0.3, 5, 2, -2.6
- Cc1ccc(/C=C/c2nnc(-c3ccccc3)o2)cc1
  2.5, -15, 1.7*, 7.3*, 0.7, 5, 5, 2.1, 1, -16, 9.3
- Cc1nc(-c2ccc(Cl)cc2)sc1C1(C)CC(c2ccc(Cl)cc2)=NO1 (stereo not given)
  3.6, -1, -1.0, -0.1, 1.0, 2, 0, -0.1, 0, -12, -0.7
- Cc1csc(CNC(=O)c2cc(COc3c(C)cccc3C)on2)n1
  -1.2, 0, -1.1, 0.2, 0.2, 0, -1, 0.8, -8, -10, 1.8
- COc1ccc([C@@H]2[C@@H]3C(=O)N(C(C)(C)C)C(=O)[C@@H]3[C@]3(Cc4ccc(Cl)cc4)C(=O)N(c4ccc(Br)cc4)C(=O)N23)cc1
  -3.8, -3, -0.8, -1.2, 0.1, 1, 0, -0.4, -7, 14, -0.5
- Nc1nc(N)c2ncn(C3C=CC(CO)C3)c2n1 (stereo not given)
  nt, 3, -1.5, 0.0, nt, 7, -3, 0.7, 13, -19, -1.4
- COc1ccccc1CN(C)C(=O)CSCC(=O)Nc1ccccc1F
  -0.8, -2, -2.0, -0.3, 0.5, 0, 4, -1.2, 3, -4, 5.9
- O=S(Cc1ccc(Br)cc1)Cc1nnc(SCc2c(F)cccc2Cl)n1-c1ccccc1 (stereo not given)
  -2.3, -14, -2.6, -6.6, -2.3, -4, -5, -2.2, -22, 7, -9.3
